# Gli-Sufu block: Gli-Sufu pathway antagonists, primary screen, luciferase luminescence, Sufu-KO-LIGHT cells, uHTS; Sufu-KO-LIGHT fibroblasts, Gli luciferase reporter luminescence; inhibition, % at 5 µM; 0.74% of 340,000 active;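 active means inhibition above about 55%, limit read from the data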;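 further: 0% = DMSO-treated cells and 100% = wells with medium but no cells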
# CCR6 antagonist: CCR6 receptor antagonists, primary screen, cell-based, CHO-K1, luminescence, beta-arrestin, uHTS | AID 493098, 2011 | C-C chemokine receptor type 6 (Homo sapiens), P51684 | CHO-K1 CCR6 PathHunter beta-arrestin, CCL20-stimulated | 0.49% of 340,000 active | inhibition, % at 20 µM;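 active means compounds whose inhibition of the agonist-driven luminescence signal at 20 µM reaches about 50%, limit read from the data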;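 further: cells stimulated with CCL20 at 14 nM final; plate controls were DMSO with CCL20 for no effect and DMSO without agonist for full effect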
# Target sequence (P51684 whole entry, looked up): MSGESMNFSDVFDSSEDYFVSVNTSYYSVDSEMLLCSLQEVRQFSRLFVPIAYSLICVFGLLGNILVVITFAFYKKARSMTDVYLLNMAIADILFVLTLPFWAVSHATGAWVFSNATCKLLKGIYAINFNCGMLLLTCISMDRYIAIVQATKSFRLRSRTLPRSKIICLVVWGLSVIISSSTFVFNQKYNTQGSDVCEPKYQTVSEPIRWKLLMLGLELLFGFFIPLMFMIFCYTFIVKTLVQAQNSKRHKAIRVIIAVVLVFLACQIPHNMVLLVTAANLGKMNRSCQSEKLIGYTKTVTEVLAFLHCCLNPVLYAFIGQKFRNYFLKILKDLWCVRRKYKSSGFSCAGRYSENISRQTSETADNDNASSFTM
# 697 NFkB inh: inhibitors of PMA/ionomycin-induced NF-kB reporter, 697 cells, primary screen, B-cell NF-kB inhibitor project, cell-based, luminescence, uHTS | 697 B-cell NF-kB luciferase reporter, 16 h | 0.33% of 330,000 active | inhibition, % at 4 µM; in the data active means inhibition above about 35%
# Jurkat NFkB inh: inhibitors of induced NF-kB luciferase reporter, primary screen, TCR NF-kB activation inhibitor project, cell-based, luminescence, uHTS; Jurkat, PMA/ionomycin-induced NF-kB luciferase reporter; inhibition, % at 4 µM; 0.53% of 330,000 active; in the data active means inhibition above about 50%
# UBC13 inh: UBC13 polyubiquitin chain formation inhibitors, primary screen, biochemical, TR-FRET, uHTS; Ubiquitin-conjugating enzyme E2 N (Homo sapiens), P61088; inhibition, % at 20 µM; 0.47% of 330,000 active; in the data active means inhibition above about 45%, passing the limit was not always enough; inconclusive means no clear call, values can overlap the other calls
# CXCR6 inh: CXCR6 receptor inhibitors, primary screen, cell-based, beta-arrestin, luminescence, CHO-K1 PathHunter, 1536-well; C-X-C chemokine receptor type 6 (Homo sapiens), O00574; inhibition, % at 20 µM; 0.36% of 360,000 active; in the data active means inhibition above about 34%, passing the limit was not always enough;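 further: antagonist mode with CXCL16 agonist at 10 nM final; 0% = 10 nM CXCL16 with DMSO and 100% = unstimulated wells without agonist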
# APJ antagonist: antagonists of human apelin receptor APJ, primary screen, CHO-K1 cells, beta-arrestin complementation, luminescence. P35414. 0.32% of 330,000 active. inhibition, % at 20 µM. AID 2521, 2010;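 active means inhibition above about 40% at 20 µM, limit read from the data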;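 further: cells challenged with 10 nM apelin-13 agonist together with compound; plate controls were apelin-13 plus DMSO wells for no effect and DMSO wells lacking apelin-13 for full effect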
# Target sequence (P35414 whole entry, looked up): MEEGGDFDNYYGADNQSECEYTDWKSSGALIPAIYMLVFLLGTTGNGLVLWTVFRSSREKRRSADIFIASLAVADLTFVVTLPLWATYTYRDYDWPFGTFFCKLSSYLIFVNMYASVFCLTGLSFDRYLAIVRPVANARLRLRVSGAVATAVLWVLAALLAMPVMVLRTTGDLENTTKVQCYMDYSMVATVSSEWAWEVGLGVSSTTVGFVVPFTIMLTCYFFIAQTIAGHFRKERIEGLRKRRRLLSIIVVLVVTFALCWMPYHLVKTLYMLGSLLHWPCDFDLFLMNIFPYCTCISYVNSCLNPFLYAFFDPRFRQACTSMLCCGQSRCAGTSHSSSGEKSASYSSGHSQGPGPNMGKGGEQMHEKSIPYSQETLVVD
# EBI2 antag: EBI2 receptor antagonists, beta-arrestin recruitment, primary screen, cell-based, luminescence, 7a,25-OHC stimulation, uHTS | G-protein coupled receptor 183 (Homo sapiens), P32249 | 7a,25-OHC stimulated | inhibition, % at 5 µM | 0.81% of 360,000 active | AID 651636, 2012; in the data active means inhibition above about 38%;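 further: enzyme fragment complementation signal reports receptor beta-arrestin coupling in cells; 0% = agonist plus DMSO wells and 100% = wells without agonist; some results beyond the cut were filed as inactive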
# Target sequence (P32249 whole entry, looked up, the tested form may be a part): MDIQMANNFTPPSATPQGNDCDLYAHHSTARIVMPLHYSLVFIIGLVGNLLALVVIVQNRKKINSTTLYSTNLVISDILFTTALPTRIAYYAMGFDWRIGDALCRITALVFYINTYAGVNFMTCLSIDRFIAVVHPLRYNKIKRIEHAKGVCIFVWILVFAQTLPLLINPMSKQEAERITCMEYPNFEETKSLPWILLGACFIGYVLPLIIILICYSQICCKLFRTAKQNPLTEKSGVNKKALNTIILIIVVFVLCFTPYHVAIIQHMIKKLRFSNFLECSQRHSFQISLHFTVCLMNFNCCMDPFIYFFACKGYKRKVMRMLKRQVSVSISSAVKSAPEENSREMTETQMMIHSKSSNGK
# * marks the source's active call; other numbers are inactive results; ? = inconclusive; nt = no result given. An unsorted share of the library. Share with any hit: about 3%.
# Fields: Gli-Sufu block, CCR6 antagonist, 697 NFkB inh, Jurkat NFkB inh, UBC13 inh, CXCR6 inh, APJ antagonist, EBI2 antag
- CCCC(c1nnnn1CCOC)N(Cc1cc2cc(C)c(C)cc2[nH]c1=O)CC1CCCO1 (stereo unspecified)
 : 3.8, 0.2, 8.2, -8.4, -4.2, -8.4, 8.7, -0.8
- CCN(CC(=O)Nc1ccc(NC(C)=O)cc1)C(=O)c1cc(CN2C(=O)c3ccccc3C2=O)ccc1OC
 : -5.5, 16.7, -12.6, 3.7, -3.5, 14.8, 21.6, -3.6
- Cc1cc(-c2ccc(C)c(S(=O)(=O)NCCc3ccc(S(N)(=O)=O)cc3)c2)on1
 : 2.9, 1.9, 11.3, 13.9, 5.3, -4.7, 3.0, -9.1
- CCOC(=O)C1=C(CSc2nc(-c3ccccc3)ccc2C#N)OC(N)=C(C#N)C1c1cccnc1 (stereo unspecified)
 : 8.1, 18.6, -75.5, -80.0, 1.9, 7.2, 1.3, 28.2
- Cc1ccccc1NC(=O)Cn1c(NCC(C)O)nc2ccccc21 (stereo unspecified)
 : -2.4, 11.9, -9.0, -22.8, 1.4, 6.5, -2.6, 2.0
- CCOC(=O)C1CCCN(S(=O)(=O)c2ccc(NC(C)=O)cc2)C1 (stereo unspecified)
 : 9.8, 5.1, -3.0, 23.7, 2.1, -6.8, 10.8, -2.4
- Cc1cccc(Cn2c(C(=O)OC(C)C)cc3c2ccn3C)c1
 : 6.8, 23.6, -39.6, -6.5, -11.5, -0.1, 12.5, 6.7
- Oc1ccc(/C=N/N2CCN(c3ccccn3)CC2)cc1
 : 0.0, 8.9, -7.3, -14.1, -4.3, -5.7, -3.9, 11.9
- COc1ccc(-c2ccc(SCC(=O)N3c4ccccc4CC3C)nn2)cc1OC (stereo unspecified)
 : -8.8, -7.7, -28.0, -27.8, -7.3, -7.8, -10.3, 4.2
- COc1ccc(-c2nc3c4ccccc4ccn3c2CN2CCOCC2)cc1OC
 : -11.3, 12.9, -54.5, -55.3, 23.8, -8.3, -1.2, 10.5
- CCOc1cccc2cc(C(=O)NCc3ccc(Cl)cc3)c(=N)oc12
 : 27.7, 15.6, -35.8, -19.7, -7.1, 8.5, -14.6, 11.1
- CN(C)c1ccc(/C=C/C(=O)c2ccc(O)cc2)cc1[N+](=O)[O-]
 : -11.5, 37.7, -23.4, -1.2, -46.0, 19.6, 25.7, -1.9
- CCN(C(=O)CSc1nnnn1C)c1c(N)n(Cc2ccccc2)c(=O)[nH]c1=O
 : 6.9, -2.9, 3.7, 7.4, -1.1, -2.9, -17.6, -2.1
- COc1ccc(NC(=O)c2ccc(C)cc2)cc1
 : -74.7, 5.6, -147.1, -104.3, 2.8, -5.1, 20.9, 15.3
- O=c1[nH]c(Nc2ccccc2)cc2ccccc12
 : -5.0, -7.0, 1.7, -15.9, -42.7, 0.5, -26.9, -2.7
- Cc1ccc2c(c1)C1C3CCC(C3)C1S(=O)N2 (stereo unspecified)
 : -1.9, -6.7, 20.0, 9.1, 0.1, 3.0, 2.5, 3.6
- CS(=O)(=O)c1ccc(Cl)c(NC(=O)CN2CCCC2c2ccc3c(c2)OCCCO3)c1 (stereo unspecified)
 : 0.4, 9.4, 3.7, -1.9, -0.8, -3.3, 0.8, 5.7
- O=C(c1ccccn1)N1CCN(c2cccc(C(F)(F)F)c2)CC1
 : 3.1, -2.3, 0.6, 5.0, 5.5, 4.9, 10.5, -3.0
- CC(=O)c1ccc(NC(=O)CCn2c(=S)oc3ccccc32)cc1
 : 5.8, 7.9, 2.3, -8.0, -1.2, -4.6, -1.0, -9.1
- CC1CN(c2ncc(/C=N/NC(=O)c3ccccc3O)s2)CC(C)O1 (stereo unspecified)
 : 0.0, 5.4, 0.8, -7.4, -10.3, -6.6, 4.6, -13.8
- COc1ccc(/C=C2\N=C(C)N(c3ccc4ccccc4c3)C2=O)cc1OC
 : 0.2, 14.5, -5.9, -21.8, -12.0, 6.1, 11.6, 26.8
- COc1ccc(OC)c(S(=O)(=O)NCC(c2ccco2)S(=O)(=O)c2ccccc2)c1 (stereo unspecified)
 : -3.5, 11.1, 9.9, -4.1, 8.1, 5.7, -1.7, -27.3
- Cc1ccc2cc(CN(Cc3nnnn3C3CCCC3)C3CCCCC3)c(=O)[nH]c2c1C
 : 2.8, -15.8, nt, nt, nt, -2.4, nt, -9.6
- O=C(Nc1ccc(S(=O)(=O)N2CCCC2)cc1)c1cccc(OC(F)F)c1
 : -4.7, 8.5, 1.2, 5.7, -1.5, -12.1, 11.6, 0.4
- COc1cc2c(cc1OC)/C(=C/C(=O)c1ccccc1F)NCC2
 : -0.2, 10.6, -4.1, -9.4, -1.9, -5.7, -1.6, -3.0
- CCOC(=O)c1ccc(NC(=O)Oc2ccccc2)cc1
 : 4.8, -14.8, 28.3, -3.8, 11.3, 3.4, -14.6, -10.2
- CC(=O)Nc1ccc(NC(=O)CSc2ncc(C(=O)Nc3ccc(Cl)cc3)c(=O)n2C)cc1
 : -22.8, 11.0, -18.4, -5.1, 55.3*, 10.4, 14.5, -3.6
- CCOc1ccc(-c2nnn(CC(=O)NCc3ccc(OC)cc3)n2)cc1OCC
 : -2.6, -8.3, -6.0, -2.7, -9.6, 0.9, 20.5, -0.9
- Cc1nc2cc(NC(=O)NCCC3=CCCCC3)ccc2o1
 : -40.0, -8.5, -73.0, -56.3, -3.6, 0.8, -1.0, -17.2
- Cc1nn(C)c(C)c1CN(C)C(=O)C1c2ccccc2Oc2ccccc21
 : 9.7, 11.4, -1.5, -14.4, 7.4, 5.4, 0.3, -7.0

# Exported with each value named: 3 of the compounds above
Cc1ccccc1NC(=O)Cn1c(NCC(C)O)nc2ccccc21 (stereo unspecified)
  Gli-Sufu block = -2.4
  CCR6 antagonist = 11.9
  697 NFkB inh = -9.0
  Jurkat NFkB inh = -22.8
  UBC13 inh = 1.4
  CXCR6 inh = 6.5
  APJ antagonist = -2.6
  EBI2 antag = 2.0

CCOC(=O)C1CCCN(S(=O)(=O)c2ccc(NC(C)=O)cc2)C1 (stereo unspecified)
  Gli-Sufu block = 9.8
  CCR6 antagonist = 5.1
  697 NFkB inh = -3.0
  Jurkat NFkB inh = 23.7
  UBC13 inh = 2.1
  CXCR6 inh = -6.8
  APJ antagonist = 10.8
  EBI2 antag = -2.4

Cc1cccc(Cn2c(C(=O)OC(C)C)cc3c2ccn3C)c1
  Gli-Sufu block = 6.8
  CCR6 antagonist = 23.6
  697 NFkB inh = -39.6
  Jurkat NFkB inh = -6.5
  UBC13 inh = -11.5
  CXCR6 inh = -0.1
  APJ antagonist = 12.5
  EBI2 antag = 6.7

# The listing picks up, repeating the two entries before the break.
# Fields: Gli-Sufu block, CCR6 antagonist, 697 NFkB inh, Jurkat NFkB inh, UBC13 inh, CXCR6 inh, APJ antagonist, EBI2 antag
- Cc1nc2cc(NC(=O)NCCC3=CCCCC3)ccc2o1
 : -40.0, -8.5, -73.0, -56.3, -3.6, 0.8, -1.0, -17.2
- Cc1nn(C)c(C)c1CN(C)C(=O)C1c2ccccc2Oc2ccccc21
 : 9.7, 11.4, -1.5, -14.4, 7.4, 5.4, 0.3, -7.0
- Cc1nc(C(=O)N2CCc3c([nH]c4ccccc34)C2c2cc(F)ccc2F)cs1 (stereo unspecified)
 : 6.5, 6.1, -5.3, -8.5, -0.8, 4.8, 2.8, 6.0
- CC1(C)C(=O)Nc2ccccc2N1C(=O)COC(=O)c1ccc(NC(N)=O)cc1
 : -15.5, 4.5, 13.0, 16.3, -1.8, -5.5, 2.3, -2.9
- c1ccc(-n2c(SCC3CCCCO3)nnc2-c2cccs2)cc1 (stereo unspecified)
 : 30.7, -0.7, -7.6, 20.1, 4.7, -3.3, 22.4, 2.0
- NS(=O)(=O)c1ccc(NC(=S)N2CCN(Cc3ccc4c(c3)OCO4)CC2)cc1
 : -0.6, 13.2, 24.9, 10.9, 13.2, -4.2, -3.1, -7.3
- Cn1nc(C(F)(F)F)c(C#N)c1N1CCN(c2cccc(C(F)(F)F)c2)CC1
 : -14.4, 10.6, -17.7, -1.1, -1.5, 6.3, -12.3, 14.7
- Cc1c(C(=O)N/N=C/c2ccc(N(C)C)cc2)[nH]c2ccc(Cl)cc12
 : 27.5, -15.0, 13.0, 50.4*, -8.1, -16.8, -1.6, 11.0
- CN1CCN(CCCNC(=O)c2ccc(/C=C3\Sc4ccccc4N(Cc4ccccc4F)C3=O)cc2)CC1
 : 10.6, 7.2, nt, nt, nt, 4.3, nt, 17.9
- COc1ccc2c(c1)C1(Nc3ccccc3-c3nc4ccccc4n31)C(=O)N2C (stereo unspecified)
 : 11.8, -7.6, -25.9, -10.1, -3.3, 7.1, 17.1, -5.3
- Cc1ccccc1NC(=O)c1sc2nc(N3CCOCC3)c3c(c2c1N)CCCC3
 : -48.6, 13.3, -27.6, -20.7, ?, 2.9, -27.4, 17.5
- Cc1sc2ncnc(Nc3ccccc3)c2c1C
 : 0.3, -6.8, -7.3, 2.6, 2.9, 6.0, 2.7, -0.9
- Cc1cc(C)n2nc(C(=O)OCC(=O)N(Cc3ccccc3)C(C)C)nc2n1
 : 0.9, 0.9, 9.5, 10.3, 1.5, 6.6, 11.0, 3.8
- Cc1cc(Cl)cc(C)c1OCCCCn1ccnc1
 : 7.3, -2.0, -4.1, 0.0, 14.4, -1.2, -1.9, 3.0
- CC(C)CCn1c(CN2CCN(c3cccc(Cl)c3)CC2)nc2c1c(=O)n(C)c(=O)n2C
 : 3.8, 15.4, 12.8, -4.2, 3.3, 12.1, 9.4, 3.9
- Cc1cc(N2CCN(C)CC2)nc2ccc(NC(=O)c3cccnc3Cl)cc12
 : 3.7, 20.0, -1.5, -0.6, 6.6, -1.3, -9.8, -6.7
- COc1ccc(/C=N\NC(=O)c2ccc(Cn3cc(Br)c([N+](=O)[O-])n3)o2)c(OC)c1C
 : 7.9, 20.1, 26.3, 5.3, 16.5, -0.7, 7.4, 24.8
- CCCN1C(=O)c2cc(C(=O)Nc3cccc(C(C)=O)c3)ccc2C1Nc1cccc(C(C)=O)c1 (stereo unspecified)
 : -5.3, -13.6, 21.4, 1.3, -3.1, 2.6, -32.9, -7.0
- COc1ccc(C(=O)N[C@H](C(=O)NCCCn2nc(C)cc2C)C(C)C)cc1
 : -5.8, -1.9, 2.7, 3.9, 11.5, 2.5, -8.7, -9.6
- Cc1c(Br)c(C(F)(F)F)nn1CC(=O)NCc1ccccc1
 : 1.4, 1.0, -0.7, 3.1, 3.9, -3.1, 5.9, 7.6
- CC(=O)c1c(C)[nH]c(C(=O)OCC(=O)Nc2ccc(Cl)cc2[N+](=O)[O-])c1C
 : 74.8*, 14.9, -27.2, 31.1, 2.3, 2.9, -50.4, -3.7
- Brc1ccccc1-c1nnc(-c2cccnc2)o1
 : -45.9, -0.9, -41.6, -24.9, 0.4, -1.1, 12.4, 2.6
- O=C1NCCN(Cc2ccc(Cl)c(F)c2)C1CC(=O)N1CCCO1 (stereo unspecified)
 : 1.3, 14.6, -31.3, -23.3, -13.8, -1.7, 14.3, -8.5
- COc1ccc(/C=C/C(=O)NC(=S)N2CCN(c3ccccn3)CC2)cc1OC
 : -8.5, 13.4, 4.1, 4.9, 1.5, -1.0, 15.9, 2.3
- Cc1ccc(Cn2c(=S)[nH]c3ccccc3c2=O)cc1
 : 11.5, 12.1, -0.7, 6.7, 14.0, -4.7, 1.7, -0.7
- COc1ccccc1C(=O)Nc1ccnn1C1CCN(Cc2ncc[nH]2)CC1
 : -2.5, -18.6, -2.8, 3.6, -1.8, -3.3, 16.6, -4.8
- O=C1C(Cc2ccccc2)S/C(=N/N=C/c2ccco2)N1c1ccccc1 (stereo unspecified)
 : -3.4, -7.8, 1.8, 1.0, -11.9, -5.1, -0.8, 1.9
- CCn1nc(C)c(Br)c1Nc1ccc(Br)cc1
 : 0.7, 6.8, 7.7, 15.0, 1.1, 0.9, 4.5, -5.0

# Assay outcomes as filed in PubChem.
